Assay outcomes (PubChem)
Pf growth 96h: P. falciparum growth inhibition at 96 hour, primary screen for plastid delayed-death inhibitors; P. falciparum luciferase reporter growth, 96 h; Potency, µM (highest dose often 28.7 µM), for inactives: top-dose activity change, negative = inhibition, most hits filed as inhibitors; hit rate 6.9% among 320,000; also: potency is read from the fitted curve at half-maximal effect; % is scaled to controls: 0 for no effect and ±100 for the full control effect
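Parasite growth measured via integrated firefly luciferase reporter in P. falciparum. Infected erythrocytes at 2% hematocrit, 0.05% parasitemia final were treated 96 hours at 37 C under 5% CO2, and luminescence was read.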
HCV inh: blocks hepatitis C virus | Huh7.5.1 HCVcc-Cre infection, luciferase reporter, 44 h | Potency, µM (highest dose often 41.8 µM), for inactives: top-dose activity change, negative = inhibition, most hits filed as inhibitors | hit rate 3.4% among 340,000; also: potency is read from the fitted curve at half-maximal effect; % is scaled to controls: 0 for no effect and ±100 for the full control effect
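Whole-lifecycle infectious HCVcc-Cre system; cells 1,000/well, compound then virus (~0.5 moi) added 4 h after plating, 44 h culture. Luciferase read 15 sec following 15 min substrate incubation, room temp.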
Shiga toxin inh: blocks Shiga toxin action in Vero cells | Vero cells, Shiga toxin protein synthesis inhibition reporter | inhibition, % at 38.7 µM | hit rate 9.2% among 290,000 | AID 2315; in the data active = inhibition mostly above about 28%, no sharp cut-off; inactive = mostly below about 43%; also: 0% is about no effect
FBPA Giardia inh: Giardia lamblia aldolase inhibition; A8B2U2; hit rate 0.71% among 290,000; Potency, µM (top dose mostly 59.6 µM), inactives show at the top dose activity, negative = inhibition, most hits filed as inhibitors; purified Giardia FBPA; also: potency is read from the fitted curve at half-maximal effect; % is scaled to controls: 0 for no effect and ±100 for the full control effect; nearly all actives have a fitted effect of over 55% in size
Target sequence (A8B2U2 whole entry, looked up): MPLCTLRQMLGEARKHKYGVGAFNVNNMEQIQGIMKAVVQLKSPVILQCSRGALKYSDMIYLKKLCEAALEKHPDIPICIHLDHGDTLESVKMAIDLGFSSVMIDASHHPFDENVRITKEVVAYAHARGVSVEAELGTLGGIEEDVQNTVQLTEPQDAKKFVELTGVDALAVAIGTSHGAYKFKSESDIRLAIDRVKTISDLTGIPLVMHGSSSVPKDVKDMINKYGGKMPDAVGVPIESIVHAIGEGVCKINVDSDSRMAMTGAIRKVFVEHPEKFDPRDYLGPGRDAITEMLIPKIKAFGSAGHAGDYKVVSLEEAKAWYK
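Giardia FBPA (40 nM reagent) was preincubated 10 min at RT with compound (up to 57.5 uM final), then substrate plus GAPDH/TPI/NAD/arsenate coupling system with diaphorase/resazurin was added; resorufin fluorescence (525/598 nm) was read after 20 min.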
CHX counter: counter-screen for Shiga toxin inhibitors: cycloheximide protein synthesis inhibition | cell reporter, cycloheximide protein synthesis inhibition counterscreen | max response, % | hit rate 12% among 300,000 | AID 2314; in the data active = max response mostly above about 13%, no sharp cut-off; inactive = mostly below about 14%; also: read at 38.3 µM for the half of the compounds with a filed dose; 0% is about no effect
Pf growth 48h: P. falciparum growth inhibition at 48 hours (one generation). P. falciparum luciferase growth in erythrocytes, 48 h. Potency, µM (titrated, usually from 28.7 µM), without a hit: at the top dose activity change, negative = inhibition, most hits filed as inhibitors. hit rate 5.9% among 310,000. AID 504832; also: potency is read from the fitted curve at half-maximal effect; % is scaled to controls: 0 for no effect and ±100 for the full control effect
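Erythrocytes infected with P. falciparum carrying an integrated firefly luciferase reporter (2% hematocrit, 0.1% parasitemia final) were exposed to compounds in RPMI 1640 with 0.5% Albumax at 37 C, 5% CO2. Growth inhibition was scored as reduced luminescence.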
* hit, by the source's call; ? = inconclusive; · = not tested or not shown; [ ] = another dose, or the depositor's remark. Unless noted, calls follow the shape of the dose curve; as a rule, active = well fitted curve in the direction sought with a large enough effect; inconclusive = small, poorly fitted or top-dose-only effect, or another doubt; inactive = no such curve, though single readings can be large; an effect the other way counts as inactive or inconclusive. Outcome played no part in choosing rows (roughly 24% active in at least one column).

SMILES | Pf growth 96h | HCV inh | Shiga toxin inh | FBPA Giardia inh | CHX counter | Pf growth 48h
O=C(COC(=O)C1CCCCC1)NCCc1ccccc1 | ? | 5% | -5 | 4% | -1 | 2%
CC(C)C1CC(C(F)(F)F)n2nc(C(=O)O)cc2N1 (stereo unspecified) | 34%[activator] | 14% | -3 | -4% | 1 | 3%
CC(C)[C@H](NC(=O)c1ccc(Cl)c([N+](=O)[O-])c1)C(=O)NCc1ccc(F)cc1 | ? | ? | -9 | 4% | -1 | -13%
Cc1ccc(CNC(=O)CSc2c3c(nc4cc(Cl)ccc24)CCCC3)o1 | -4% | 4.5µM* | -11 | -10% | 2 | 15µM*
CC1(C)CC(=O)C=C(C(=O)NC2CCCc3c2cnn3-c2cc(F)cc(F)c2)O1 (stereo unspecified) | 0% | 10% | 3 | 3% | 22 | 19%
Cc1ccc(S(=O)(=O)Nc2nc3ccccc3nc2NCc2ccco2)cc1C | 43%[activator] | -2% | -6 | 18% | -1 | 38%[activator]
CN1CC(C#N)C2(O)c3ccccc3CCC2C1 (stereo unspecified) | ? | 20% | · | 5% | -2 | 25%
Fc1ccccc1N1CCN(Cc2cnc(Cl)s2)CC1 | 25% | 11% | -4 | 3% | -2 | 4%
COc1ccc(CNCc2cccn2C)cc1 | 0% | 6% | -2 | -30% | -5 | 171%[activator]
CN(Cc1ccccc1)C(=O)c1cnc2n(c1=O)CCS2 | 0% | 21% | -4 | 1% | -2 | -24%
O=C(N/N=C\c1cc(Br)c(Br)o1)c1cncc(Br)c1 | -23% | 1% | -7 | 3% | -3 | 6%
CCOC(=O)/C=C1\SCC(=O)N1CCOc1cccc(Br)c1 | · | ? | -15 | 0% | -2 | ·
C=CCN(CC=C)CC(=O)Nc1ccc(S(N)(=O)=O)cc1 | ? | 14% | -7 | -1% | -1 | 1%
O=C(CNCc1ccc(F)cc1)Nc1ccccc1[N+](=O)[O-] | 32%[activator] | 12% | 7 | 0% | 5 | 31%
CC(C)CNS(=O)(=O)c1ccc(S(=O)(=O)N2CCN(C3CCCC3)CC2)cc1 | 45%[activator] | -10% | 3 | -2% | -7 | ?
CC/C(C)=C1\SC(N2CCOCC2)=NC1=O | ? | -7% | 4 | 1% | 2 | ·
COc1ccc(CC(=O)N2CCC3(CC2)NCCc2[nH]cnc23)cc1 | 24% | 25% | -5 | · | -2 | 3%
COCCNC(=O)CSc1nc(-c2ccccc2)cs1 | 281%[activator] | -16% | 45* | 7% | 25* | 51%[activator]
Cc1cc(C(F)F)n2nc(C(=O)Nc3ccc(F)cc3F)nc2n1 | · | -21% | 20 | 9% | 7 | 19%
Clc1cnc(N/N=C/c2cccs2)c(Cl)c1 | ? | -19% | 128* | -7% | 36* | 77%[activator]
Cc1ccc(-c2nc3ccccc3o2)cc1NC(=O)Cc1cccs1 | 1% | 9% | 25 | 10% | 14 | -1%
O=C(COc1ccccc1C(=O)N/N=C\c1ccc(O)c(O)c1)N/N=C/c1ccc(O)c(O)c1 | ? | -1% | 13 | -22% | -4 | ?
Cc1ccc(C2C(C#N)=C(N)OC3=C2C(=O)CCC3)s1 (stereo unspecified) | 42% | 6% | 4 | -14% | -2 | -5%
O=C(Nc1ccccc1)n1cc(-c2ccccn2)c(N2CCOCC2)n1 | 16% | 9% | 55 | -4% | 12 | 16%
C=CCCN(C(Cc1ccccc1)C(=O)OC)S(=O)(=O)c1cc(Br)ccc1Br (stereo unspecified) | · | · | 2 | 1% | -1 | ·

Following part.
SMILES | Pf growth 96h | HCV inh | Shiga toxin inh | FBPA Giardia inh | CHX counter | Pf growth 48h
N#CCOc1ccc2oc(-c3ccco3)cc(=O)c2c1 | 2% | · | 19 | -1% | 11 | 22%
O=C(N/N=C/c1ccc(OCc2ccccc2)cc1)c1cccs1 | ? | -6% | 66* | 6% | 43* | ?
O=C(COC(=O)c1n[nH]c(=O)c2ccccc12)NCc1ccccc1 | -23% | 11% | · | · | · | -14%
CC12CN3CC(C)(CN(C1)C3c1ccc3c(c1)OCO3)C2=O (stereo unspecified) | 55%[activator] | 13% | -6 | 4% | -3 | 6%
O=C(NC1(C(F)(F)F)NC(=O)N(Cc2ccco2)C1=O)c1cccs1 (stereo unspecified) | -17% | -8% | -16 | 7% | -4 | -1%
Cc1cc(S(=O)(=O)NC2CCCCC2)ccc1OCC(=O)NCc1cccnc1 | ? | 7% | -12 | 4% | -3 | ·
Oc1ccc(Cl)cc1C=Nc1ccccc1Br | 0% | -4% | -10 | -2% | 9 | 13%
COc1cccc(Nc2nc(N)c([N+](=O)[O-])c(NCc3ccco3)n2)c1 | -8% | 10µM* | 46 | -11% | 19* | ?
COc1ccccc1C1CCN(Cc2ccc(Cl)cc2Cl)CC1 | ? | -14% | -5 | 6% | -6 | ·
Cc1cccc(C)c1NC(=O)/C(C#N)=C/c1ccsc1 | ? | 4% | -6 | 0% | -3 | 0%
O=C(Nc1ccccc1-c1nc2ccccc2s1)c1cccnc1Cl | 20% | 35µM* | 27 | 15% | -2 | 12%
C/C(=N\NC(=O)CNC(=O)c1ccco1)c1ccc(Br)cc1 | 21% | -13% | 3 | · | -2 | 38%[activator]
CCn1c(C)nc2cc(C(=O)NNS(=O)(=O)c3c(C)c(C)cc(C)c3C)ccc21 | 18% | 6% | 13 | 2% | -7 | ·
Brc1c(NC2=NCCN2)ccc2nccnc12 | ? | -5%[8.37 µM] | -14 | ? | -2 | ?
Cc1ccc(C(=O)CCC(=O)Nc2ccc(Cl)c(S(=O)(=O)Nc3cccc(Cl)c3)c2)cc1 | 31%[activator] | 14% | -15 | 4% | -1 | 5%
CC(Oc1cccc(Cl)c1)C(=O)NC1CC(C)(C)NC(C)(C)C1 (stereo unspecified) | ? | 4% | -11 | · | -3 | 5%
Cc1ccc(C)c(S(=O)(=O)N2CCN(C(=O)c3ccccc3Cc3ccccc3)CC2)c1 | ? | ? | · | · | · | 12µM*
Cc1cc(C)cc(Nc2ccc(C(=O)O)cc2[N+](=O)[O-])c1 | 27% | 16% | -9 | 7% | -3 | 0%
CCOC(=O)C(=O)Nc1nc(-c2ccccc2)c(-c2ccccc2)o1 | 72%[activator] | 9% | -2 | 15% | -3 | -4%
COc1cccc(C2c3[nH]c4ccccc4c3C[C@H]3C(=O)N(c4ccccc4C(=O)NCCCN4CCOCC4)C(=O)N23)c1 (stereo partly specified) | 12µM* | -1% | -4 | -26% | -3 | 15µM*
Cc1cc(C)cc(NC(=S)N(Cc2ccc(Br)cc2)Cc2ccc(C(=O)O)cc2)c1 | ? | -3% | 23 | 0% | -6 | ?
CCn1c(N2CCN(C(=S)NCCc3ccccc3)CC2)nc2ccccc21 | ? | ? | -12 | 0% | -1 | 2%
O=C(CSc1nnc2c(Cl)cc(C(F)(F)F)cn12)N(Cc1ccccc1)Cc1ccccc1 | ? | -3% | 12 | 1% | 3 | -30%
COC(=O)c1ccc(COc2ccccc2/C=C/C(=O)c2ccc(OCC(=O)O)cc2)cc1 | 1.5µM* | -7% | 47 | -22% | 1 | ?
O=[N+]([O-])c1cc(-c2ncccn2)c([N+](=O)[O-])s1 | 0% | ? | -13 | 16µM* | -5 | 6%

(list continues)
SMILES | Pf growth 96h | HCV inh | Shiga toxin inh | FBPA Giardia inh | CHX counter | Pf growth 48h
Cc1noc(C)c1CSc1nc2sc3c(c2c(=O)n1C)CCCC3 | 1.7µM* | ? | -11 | -1% | -4 | ·
CSc1nccc(-c2nn(-c3ccc(C)cc3)ccc2=O)n1 | ? | ? | -15 | 3% | 0 | ·
COC(=O)C1=C(C)N=c2s/c(=C3\C(=O)Nc4ccccc43)c(=O)n2C1c1ccccc1 (stereo unspecified) | 11% | -27% | -4 | ? | -1 | 0%
COC(=O)c1ccccc1NC(=S)NC(=O)CC(C)C | 42%[activator] | 6% | -3 | 3% | 13 | 19%
Cc1ccc(-n2c(-c3cc(C)n(C)n3)n[nH]c2=S)cc1 | ? | 7% | -16 | ? | -2 | 6%
C=C(c1ccccc1Cl)[n+]1ccccc1 | 1.7µM* | 4.5µM* | · | 2% | 0 | 2.9µM*
CCc1n[nH]c2c1C(=O)CC(C)(C)C2 | 7% | 13% | -12 | 2% | 1 | -2%
CN(N)C(=S)Nc1ccc(F)cc1 | 4% | -3% | -6 | -11% | 12 | 1%
C=CCOC(=O)CCC(=O)Nc1cccc2ccccc12 | -13% | 15% | 15 | 0% | 8 | 37%[activator]
O=C(CNC(=O)c1ccc(Cl)c([N+](=O)[O-])c1)OC1CCCCC1=O (stereo unspecified) | 3% | 5% | · | · | · | 0%
CCCC(C)NC(=O)COC(=O)c1ccccc1SCC(=O)NC(C)CCC (stereo unspecified) | -31%[5.75 µM] | -3% | -18 | 12% | -3 | -28%
CCOC(=O)Cc1cc(=O)[nH]c(/N=C(/NC(=O)c2ccccc2)Nc2ccccc2C(F)(F)F)n1 | 62%[activator] | 6% | -17 | 1% | 4 | ·
O=C(N/N=C/c1cc2c(cc1Br)OCO2)C1COc2ccccc2O1 (stereo unspecified) | 7.4µM* | -21% | 78* | 1% | 53* | -16%
Cc1nc2c(=O)n(C)c(=O)n(C)c2nc1Cl | 4% | 14µM* | -13 | 14% | -7 | 10%
Cc1oc2cc(O)ccc2c(=O)c1-c1ccccc1 | 33%[activator] | 11% | 6 | 1% | 17 | 26%
CCN1CCN(c2cc(C)c3cc(NC(=S)N(CC)CC)ccc3n2)CC1 | 66%[activator] | ? | 8 | -6% | -4 | 13µM*
CSc1nnc(-c2ccc([N+](=O)[O-])cc2)o1 | -9% | 14% | 2 | 0% | -2 | 43%[activator]
COC(=O)C1=C(C)N=C2SCCC(=O)N2C1c1ccc(C(=O)OC)cc1 (stereo unspecified) | ? | 0% | -2 | 2% | -2 | -1%
COc1ccc(-c2nn(C)c(=O)c3ccccc23)cc1NC(=O)COc1ccc(C)cc1 | 26% | ? | -19 | -3% | 2 | ?

Twelve neighbouring entries out of the list so far, for reference:
SMILES | Pf growth 96h | HCV inh | Shiga toxin inh | FBPA Giardia inh | CHX counter | Pf growth 48h
CN(N)C(=S)Nc1ccc(F)cc1 | 4% | -3% | -6 | -11% | 12 | 1%
C=CCOC(=O)CCC(=O)Nc1cccc2ccccc12 | -13% | 15% | 15 | 0% | 8 | 37%[activator]
O=C(CNC(=O)c1ccc(Cl)c([N+](=O)[O-])c1)OC1CCCCC1=O (stereo unspecified) | 3% | 5% | · | · | · | 0%
CCCC(C)NC(=O)COC(=O)c1ccccc1SCC(=O)NC(C)CCC (stereo unspecified) | -31%[5.75 µM] | -3% | -18 | 12% | -3 | -28%
CCOC(=O)Cc1cc(=O)[nH]c(/N=C(/NC(=O)c2ccccc2)Nc2ccccc2C(F)(F)F)n1 | 62%[activator] | 6% | -17 | 1% | 4 | ·
O=C(N/N=C/c1cc2c(cc1Br)OCO2)C1COc2ccccc2O1 (stereo unspecified) | 7.4µM* | -21% | 78* | 1% | 53* | -16%
Cc1nc2c(=O)n(C)c(=O)n(C)c2nc1Cl | 4% | 14µM* | -13 | 14% | -7 | 10%
Cc1oc2cc(O)ccc2c(=O)c1-c1ccccc1 | 33%[activator] | 11% | 6 | 1% | 17 | 26%
CCN1CCN(c2cc(C)c3cc(NC(=S)N(CC)CC)ccc3n2)CC1 | 66%[activator] | ? | 8 | -6% | -4 | 13µM*
CSc1nnc(-c2ccc([N+](=O)[O-])cc2)o1 | -9% | 14% | 2 | 0% | -2 | 43%[activator]
COC(=O)C1=C(C)N=C2SCCC(=O)N2C1c1ccc(C(=O)OC)cc1 (stereo unspecified) | ? | 0% | -2 | 2% | -2 | -1%
COc1ccc(-c2nn(C)c(=O)c3ccccc23)cc1NC(=O)COc1ccc(C)cc1 | 26% | ? | -19 | -3% | 2 | ?
